Mcl1 Bid PPI = Mcl-1/Bid binding inhibitors, primary screen, biochemical, TR-FRET, 1536-well. Induced myeloid leukemia cell differentiation protein Mcl-1 (Homo sapiens), Q07820. TR-FRET Mcl-1/Bid-Dy647 peptide binding. inhibition, % at 21.7 µM. actives 0.97% (n = 220,000). AID 1021, 2008;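 active = compounds that cut the binding signal by more than half at the single screening dose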;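 also: His-tagged Mcl-1 with europium anti-His antibody binding Bid BH3 peptide; 0% = Mcl-1 plus peptide wells and 100% = peptide-only wells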
Target sequence (Q07820 whole entry, looked up): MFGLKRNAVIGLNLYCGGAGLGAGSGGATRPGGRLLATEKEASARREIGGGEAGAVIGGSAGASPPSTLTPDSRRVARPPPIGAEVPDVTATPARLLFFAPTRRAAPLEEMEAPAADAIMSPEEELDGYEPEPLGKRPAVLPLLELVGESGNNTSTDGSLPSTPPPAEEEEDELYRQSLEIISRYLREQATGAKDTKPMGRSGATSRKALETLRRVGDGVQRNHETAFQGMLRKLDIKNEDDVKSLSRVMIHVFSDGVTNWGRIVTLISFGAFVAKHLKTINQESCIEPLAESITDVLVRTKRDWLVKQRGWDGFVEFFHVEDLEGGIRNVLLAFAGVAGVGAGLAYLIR
Mcl1 Noxa PPI = Mcl-1/Noxa binding inhibitors, primary screen, biochemical, TR-FRET, 1536-well | inhibition, % at 21.7 µM | AID 1022, 2008 | actives 1.5% (n = 220,000) | TR-FRET Mcl-1/Noxa peptide binding, 2 h | Induced myeloid leukemia cell differentiation protein Mcl-1 (Homo sapiens), Q07820;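 active = compounds that cut the protein-peptide binding signal by more than 50% relative to plate controls in a single-dose test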;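 also: His-tagged Mcl-1 with rhodamine Noxa BH3 peptide and terbium anti-His antibody; 0% = Mcl-1 plus Noxa peptide wells and 100% = peptide-only wells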
Rac1 mut GTP = GTP binding modulators of activated mutant Rac1, primary screen, biochemical, bead-based flow cytometry, multiplex, fluorescent GTP | Ras-related C3 botulinum toxin substrate 1 (Homo sapiens), P63000 | GST-Rac1 activated beads; actives lie on both sides; 100% means binding = to untreated wells | percent activity (GTP binding), % at 10 µM | actives 0.11% (n = 190,000) | AID 764, 2007;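 active = GTP binding at least 20 percentage points away from the 100% baseline, in either direction, so actives lie on both sides; inconclusive = Compound likely fluorescent itself, or too few beads counted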
Rac1 wt modul = wildtype Rac1 GTP binding modulators, primary screen, biochemical, GST-Rac1 beads, flow cytometry, multiplex. actives 0.27% (n = 190,000). AID 757, 2007. GTP binding activity (% of control), % at 10 µM. fluorescent GTP binding; actives lie on both sides; 0 = cold GTP competed, 100 = untreated;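 active = GTP binding activity at least 20 points away from the 100% control level, either lower or higher; inconclusive = compound flagged as likely green fluorescent, judged across all proteins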
Rab7 wt GTP bind = modulators of GTP binding to Rab7, primary screen, biochemical, wildtype, multiplex bead flow cytometry; GST-Rab7 beads, fluorescent GTP binding; actives lie on both sides; untreated = 100%, excess cold GTP = 0%; GTP binding activity (percent of control), % at 10 µM; actives 0.055% (n = 190,000);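 active = fluorescent GTP binding to Rab7 beads changed by at least 20 points from the 100% baseline, either direction, mostly lower; inconclusive = compound itself probably fluorescent, or too few beads counted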;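 also: median green fluorescence of bound Bodipy-FL-GTP per Rab7 bead population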
Bim-Mcl-1 = inhibitors of Bim peptide binding to Mcl-1, primary screen, biochemical, bead-based flow cytometry, multiplex; Bim peptide-Mcl-1 binding; actives 0.1% (n = 190,000); inhibition, % at 10 µM; Induced myeloid leukemia cell differentiation protein Mcl-1 (Homo sapiens), Q07820; in the data active = inhibition above about 40%;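 also: 0% = no compound tracer wells and 100% = peptide blocker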
Cdc42 wt GTP = modulators of GTP binding to wildtype Cdc42, primary screen, biochemical, multiplex bead flow cytometry, Bodipy-GTP | Cell division control protein 42 homolog (Homo sapiens), P60953 | actives 0.2% (n = 190,000) | AID 761, 2007 | percent activity (GTP binding), % at 10 µM | GST-Cdc42 beads; actives lie on both sides;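 active = percent activity GTP binding at least 20 points away from the 100% baseline, either down as inhibitor or up as activator; inconclusive = compound flagged as likely green fluorescent from well-wide comparison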;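 also: median bead fluorescence of bound Bodipy-FL-GTP at 100 nM; 0% = excess unlabeled GTP control and 100% = no compound control; below 100% means less GTP binding so inhibitor and above means activator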
Target sequence (P60953 whole entry, looked up): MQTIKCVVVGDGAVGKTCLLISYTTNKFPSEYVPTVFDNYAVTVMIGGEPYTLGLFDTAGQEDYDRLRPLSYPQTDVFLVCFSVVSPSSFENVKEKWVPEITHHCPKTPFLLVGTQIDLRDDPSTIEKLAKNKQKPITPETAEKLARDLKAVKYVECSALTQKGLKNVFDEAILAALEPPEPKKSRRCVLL
Avidin fluor = green autofluorescence of compounds with avidin beads – biophysical, 488/530 nm, flow cytometry, artefact control, profiling panel; AID 1775, 2009; compound fluorescence 488/530 nm; hits give high values; fluorescence (KMESF) at 10 µM; actives 0.38% (n = 220,000); in the data active = fluorescence above about 47; also: inactives centre near 10
Pf gamet viab = late stage P. falciparum gametocyte viability inhibitors, primary screen, ATP luminescence, HTS | P. falciparum stage V gametocytes, 24 h | inhibition, % at 10.9 µM | actives 0.065% (n = 150,000);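 active = inhibition above the mean plus 3 SD of compounds within the control limits, set per campaign, cut at about 38% in these data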;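 also: 0% = DMSO wells and 100% = medium only without gametocytes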
HRas wt GTP bind = modulators of GTP binding to HRas wildtype, primary screen, biochemical, bead-based flow cytometry, multiplex; GTPase HRas (Homo sapiens), P01112; GST-Ras wt beads, Bodipy-FL-GTP binding; actives lie on both sides; GTP binding activity, % at 10 µM; actives 0.14% (n = 190,000); AID 759, 2007;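 active = GTP binding activity at least 20% away from the 100% baseline, either lowered as inhibitor or raised as activator; inconclusive = flagged as likely green fluorescent, judged across all proteins in the well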;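 also: 0% = unlabeled GTP competition control and 100% = no-compound control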
Target sequence (P01112 whole entry, looked up): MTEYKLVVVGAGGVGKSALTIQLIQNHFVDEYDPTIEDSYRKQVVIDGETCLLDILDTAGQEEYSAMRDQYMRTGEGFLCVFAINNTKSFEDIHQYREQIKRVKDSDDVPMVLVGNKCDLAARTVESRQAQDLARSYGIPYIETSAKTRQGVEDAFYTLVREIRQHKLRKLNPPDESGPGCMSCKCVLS
Rab2A wt mod = modulators of GTP binding to Rab2A wildtype, primary screen, biochemical, dog, bead-based flow cytometry, multiplex | GST-Rab2 wt beads, Bodipy-GTP binding | Ras-related protein Rab-2A (Canis lupus familiaris), P61105 | AID 760, 2007 | GTP binding activity, % at 10 µM | actives 0.19% (n = 190,000);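 active = GTP binding activity at least 20 points away from 100%, either lowered or raised; inconclusive = signal likely due to the compound's own green fluorescence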;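 also: 0% = beads with excess unlabeled GTP and 100% = no-compound control corrected for plate trend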
Starred values were filed as active, the others as inactive; ? = inconclusive; · = not tested or not shown.

SMILES | Mcl1 Bid PPI | Mcl1 Noxa PPI | Rac1 mut GTP | Rac1 wt modul | Rab7 wt GTP bind | Bim-Mcl-1 | Cdc42 wt GTP | Avidin fluor | Pf gamet viab | HRas wt GTP bind | Rab2A wt mod
COc1ccc(CCNC(=O)CN2CCC(C(N)=O)CC2)cc1 | -30 | -23 | 99 | 102 | 105 | 2 | 102 | 16 | -15 | 104 | 108
COc1ccc(NC(=O)c2cc(-c3cccnc3)nc3ccc(C)cc23)cc1OC | 4 | 7 | 99 | 104 | 98 | -2 | 102 | 5 | 11 | 101 | 103
CCC(Sc1nc2ccccc2s1)C(=O)Nc1cc(C)on1 (centres undefined) | 0 | 7 | 99 | 107 | 104 | -2 | 102 | 6 | · | 104 | 100
CCCCNC(=O)CCCCCn1c(=O)[nH]c2cc(OC)c(OC)cc2c1=O | 21 | -13 | 97 | 99 | 98 | -2 | 99 | 4 | 2 | 98 | 99
COc1ccc(N2CCN(c3ccc(Cl)nn3)CC2)cc1 | -16 | 7 | 94 | 97 | 104 | -6 | 98 | 11 | 11 | 98 | 100
CCOC(=O)CSc1nc2c(sc(=S)n2-c2ccc(OCC)cc2)c(=O)[nH]1 | -12 | 21 | 90 | 93 | 99 | -2 | 94 | 12 | 14 | 93 | 94
COc1ccc2[nH]c(C)c(CCNC(=S)Nc3cccc(C)c3C)c2c1 | -9 | -9 | 97 | 106 | 102 | 0 | 100 | 7 | · | 100 | 101
COc1ccccc1-c1ccc(Nc2ccc(C(=O)N3CCOCC3)cc2)nn1 | -9 | -2 | 102 | 101 | 94 | -3 | 99 | 6 | 0 | 98 | 99
C=CCNC(=O)/C(C#N)=C/c1c(N2CC(C)OC(C)C2)nc2ccccn2c1=O (centres undefined) | -13 | 16 | 102 | 102 | 103 | -2 | 102 | 14 | · | 100 | 101
Cc1ccc(NC(=O)CSc2nnc(-c3ccco3)o2)cc1 | -7 | 6 | 97 | 99 | 100 | -2 | 97 | 13 | -6 | 97 | 97
O=S1(=O)CCC(NC(=S)Nc2ccc(Cl)cc2)C1 (centres undefined) | -49 | 11 | 102 | 106 | 96 | -5 | 103 | 12 | · | 100 | 97
N#CCC1c2ccccc2CCN1C(=O)Nc1ccc(C(F)(F)F)cc1 (centres undefined) | -2 | 17 | 99 | 100 | 98 | -2 | 103 | 6 | · | 100 | 101
O=C(CSc1nc2ccccc2[nH]1)NCCc1ccc(Cl)cc1 | -9 | -15 | 100 | 101 | 98 | -5 | 100 | 13 | -2 | 100 | 103
CC(NC(=O)CSc1nc2sc3c(c2c(=O)n1-c1ccccc1)CCCC3)c1ccccc1 (centres undefined) | 4 | 7 | 94 | 102 | 99 | 0 | 94 | 4 | · | 98 | 96
O=C(CCN1CCN(S(=O)(=O)c2ccc(Br)cc2)CC1)Nc1ccccc1F | -18 | 12 | 96 | 100 | 100 | 0 | 96 | 10 | 3 | 95 | 96
Cc1ccc(N2C(=N)/C(=C3/Nc4ccccc4S3)C(c3ccccc3)C2=O)cc1 (centres undefined) | -63 | -54 | 101 | 101 | 95 | 2 | 97 | 10 | 21 | 98 | 98
CCOC(=O)N1CCC(N2C(=O)c3ccccc3C2=O)CC1 | 2 | 4 | 98 | 105 | 103 | -1 | 103 | 7 | · | 103 | 101
CCOc1ccccc1CN1CCC(CO)(CCOc2ccccc2)CC1 | 1 | 10 | 94 | 97 | 94 | -1 | 95 | 7 | -1 | 93 | 97
Cc1ccc(C)c(NC(=O)Cn2nnc(-c3ccc(N4CCOCC4)cc3)n2)c1 | 38 | 29 | 96 | 97 | 105 | 0 | 100 | 26 | · | 101 | 101
CCOc1ccc(C(C)=O)cc1CSC(=N)N | -27 | 2 | 99 | 102 | 102 | 0 | 101 | 11 | · | 98 | 98
CC(C)C(=O)Nc1ccc(NC(=O)c2cccc(F)c2)cn1 | 22 | 7 | 98 | 100 | 98 | 5 | 100 | 6 | · | 99 | 98
COCC(=O)Nc1cc(OC)c(Cl)cc1OC | -8 | 2 | 101 | 102 | 97 | 0 | 102 | 18 | · | 100 | 102
CC(=O)Oc1cccc(C(=O)Nc2c[nH]c(=O)[nH]c2=O)c1 | -3 | 9 | 97 | 98 | 98 | 0 | 96 | 11 | -8 | 95 | 97
CCOCCc1c(O)nc(SCC(=O)NCc2ccco2)[nH]c1=O | -74 | 26 | 100 | 102 | 94 | 0 | 99 | 10 | 9 | 98 | 97
CS(=O)(=O)NN1C(=O)c2ccccc2NC1c1ccccc1 (centres undefined) | -23 | -4 | 97 | 102 | 97 | 43* | 102 | 6 | 12 | 99 | 97
SMILES | Mcl1 Bid PPI | Mcl1 Noxa PPI | Rac1 mut GTP | Rac1 wt modul | Rab7 wt GTP bind | Bim-Mcl-1 | Cdc42 wt GTP | Avidin fluor | Pf gamet viab | HRas wt GTP bind | Rab2A wt mod
CCC(C)NS(=O)(=O)c1ccc(OCC(=O)NCc2cccnc2)cc1 (centres undefined) | -21 | -13 | 94 | 95 | 97 | -5 | 93 | 4 | · | 97 | 98
CC(C)(O)C#Cc1ccc(C(=O)N2CCN(c3ccc(Cl)cc3)CC2)cc1 | -10 | -25 | 95 | 94 | 102 | 0 | 94 | 12 | 6 | 94 | 99
OC1(c2ccc3c(c2)OCO3)CCN(Cc2ccccn2)CC1 | -5 | -3 | ? | ? | ? | -2 | ? | 15 | -13 | ? | ?
CN=C1NN=C(c2cc(C)n(-c3ccc(Cl)cc3)c2C)CS1 | -30 | 47 | 94 | 97 | 92 | 0 | 94 | 26 | 18 | 95 | 95
Cc1cnc(CN(C)C(=O)c2cc(COc3c(F)cccc3F)on2)[nH]1 | -15 | 1 | 97 | 103 | 94 | -10 | 101 | 2 | -3 | 96 | 97
Cc1ccc(C(=O)Nc2ccccc2NC(=O)c2ccc(C)o2)o1 | -21 | 6 | 101 | 112 | 105 | 2 | 109 | 3 | · | 103 | 103
COc1cccc(CN2C(=O)CN(C3CCCCC3)C(=O)C2c2ccc(F)cc2)c1 (centres undefined) | -7 | -17 | 101 | 102 | 101 | -2 | 103 | 39 | 9 | 101 | 102
Nc1nonc1C(=O)N/N=C/c1cc(Br)ccc1O | -130 | 4 | 94 | 97 | 96 | 0 | 95 | 13 | -34 | 96 | 97
Cc1nc2ccccc2n1CCC(=O)O | 4 | 4 | 97 | 101 | 96 | 6 | 99 | 5 | 27 | 98 | 93
CNC(=O)CSc1nc2[nH]ncc2c(=O)[nH]1 | -6 | 16 | 93 | 94 | 103 | 3 | 94 | 28 | -10 | 98 | 98
CC(=O)c1cc(CC=C(C)C)c(O)c(CC=C(C)C)c1O | -74 | -10 | 96 | 100 | 92 | 6 | 101 | 9 | -8 | 97 | 96
CCCCCCCCS(=O)CCC(=O)O (centres undefined) | -16 | 6 | 96 | 100 | 104 | -3 | 98 | 13 | · | 96 | 98
CCn1cc([N+](=O)[O-])c(C(=O)N2N=C(c3ccc(OC)cc3OC)CC2c2ccccc2O)n1 (centres undefined) | -3 | 8 | 98 | 103 | 99 | -3 | 97 | 2 | 16 | 96 | 98
O=C1Nc2cc(Cl)c(Cl)cc2N(O)N1c1ccccc1 | 9 | 17 | ? | ? | ? | -1 | ? | 10 | · | ? | ?
CCOC(=O)c1c(C)nc2sc(C(N)=O)c(N)c2c1-c1ccc(OC)cc1 | -60 | 14 | 102 | 105 | 102 | 0 | 101 | 7 | · | 102 | 101
O=C(c1ccncc1)N1CCN(c2ccc3ccccc3n2)CC1 | -17 | 9 | 98 | 101 | 108 | -1 | 96 | 9 | 0 | 97 | 101
CCCCCCCC1=CC2=CC(=O)C(C)(OC(C)=O)C(=O)C2=CN1CCc1ccccc1 (centres undefined) | -32 | 10 | 95 | 99 | 89 | 3 | 99 | 8 | · | 97 | 97
O=C(O)c1cc(S(=O)(=O)N2CCOCC2)c(Sc2ccccn2)cc1Sc1ccccn1 | -12 | 20 | 102 | 103 | 97 | 1 | 105 | 7 | 22 | 100 | 99
O=C(COc1ncnc2sccc12)Nc1ccc(F)cc1F | -2 | 14 | 96 | 100 | 98 | 1 | 96 | 12 | -9 | 94 | 95
CC1CCN(c2nc3c(c(=O)[nH]c(=O)n3C)n2Cc2ccccc2)CC1 | -13 | 1 | 96 | 99 | 95 | -1 | 97 | 6 | · | 95 | 96
CCCCNC(=O)c1ccc(SCC(=O)N(CC)CC)c([N+](=O)[O-])c1 | -14 | 15 | 96 | 99 | 92 | -3 | 96 | 14 | · | 96 | 93
Cc1nn(C)c(C)c1CN(Cc1nc(CCC(C)C)no1)C(C)C | -44 | -8 | 97 | 102 | 104 | -1 | 98 | 14 | 14 | 102 | 98
Cc1ccc2cc(C#N)c(N3CCCN(S(=O)(=O)c4ccccc4)CC3)nc2c1 | 3 | -95 | 100 | 105 | 101 | 5 | 104 | 5 | 12 | 103 | 101
O=c1c2ccc([N+](=O)[O-])cc2ncn1CCOc1ccccc1 | -27 | 26 | 87 | 76* | 95 | 1 | 84 | 9 | -12 | 81 | 79*
Cn1nc(C(=O)N2CCCc3ccccc32)c2ccccc2c1=O | -2 | 0 | 98 | 108 | 105 | 0 | 103 | 10 | -6 | 104 | 104
SMILES | Mcl1 Bid PPI | Mcl1 Noxa PPI | Rac1 mut GTP | Rac1 wt modul | Rab7 wt GTP bind | Bim-Mcl-1 | Cdc42 wt GTP | Avidin fluor | Pf gamet viab | HRas wt GTP bind | Rab2A wt mod
COc1ccccc1C1CC(c2ccccc2)=NN1C(=S)Nc1ccccc1 (centres undefined) | -10 | 4 | 95 | 97 | 102 | 2 | 96 | 7 | 5 | 100 | 94
Cn1nnnc1SCC(=O)N1CCOCC1 | -7 | -8 | 101 | 105 | 99 | -6 | 101 | 4 | -42 | 101 | 101
CCOc1cc(/C=C\[N+](=O)[O-])ccc1OCC(=O)Nc1ccccc1C | 31 | 17 | 101 | 103 | 100 | -1 | 104 | 6 | · | 102 | 102
O=C(CN1CC(c2ccccc2)CC1=O)OCc1cccc(Br)c1 (centres undefined) | 14 | 5 | 100 | 103 | 103 | 7 | 104 | 5 | · | 104 | 102
NNC(=O)c1sccc1OCc1cccc(C(F)(F)F)c1 | -16 | -19 | 96 | 104 | 101 | 2 | 101 | 12 | 12 | 98 | 99
O=[n+]1cc(-c2cccc3ccccc23)n([O-])c2c1CCC2 | -18 | -4 | 99 | 103 | 98 | 3 | 102 | 10 | -6 | 100 | 101

Screens from PubChem.
